From PubChem BioAssay
B2AR arrestin: recruits beta-arrestin to the human beta2-adrenergic receptor; Potency, µM (doses to about 46.1 µM), inactives show at the top dose activation, actives largely listed as activators; beta-arrestin recruitment to beta2AR, cell-based reporter; actives 0.02% (n = 330,000);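 also: potency is read from the fitted curve at half-maximal effect; 0% = DMSO controls and full agonism = EC100 isoproterenol or metaproterenol; nearly all actives have a fitted effect of over 65% in size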
Target sequence (P07550 whole entry, looked up): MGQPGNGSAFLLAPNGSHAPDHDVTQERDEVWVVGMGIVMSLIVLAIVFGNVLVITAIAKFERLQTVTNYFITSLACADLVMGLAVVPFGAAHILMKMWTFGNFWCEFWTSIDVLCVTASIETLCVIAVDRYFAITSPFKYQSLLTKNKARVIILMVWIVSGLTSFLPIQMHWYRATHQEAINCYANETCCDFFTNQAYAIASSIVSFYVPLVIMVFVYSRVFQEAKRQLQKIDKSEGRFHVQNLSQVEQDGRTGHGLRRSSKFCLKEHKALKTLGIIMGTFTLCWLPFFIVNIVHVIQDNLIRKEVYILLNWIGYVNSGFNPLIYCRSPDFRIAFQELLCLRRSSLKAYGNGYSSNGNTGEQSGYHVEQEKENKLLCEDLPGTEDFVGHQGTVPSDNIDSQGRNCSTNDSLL
p53 reactivator: mutant p53 re-activation in reporter cells | H1299 p53-A138V BP100-luciferase reporter, luminescence, 24 h | Potency, µM (titrated, usually from 92.2 µM), without a hit: at the highest dose activity change, positive = activation, usual class: activators | actives 0.063% (n = 320,000) | AID 504706; also: potency is read from the fitted curve at half-maximal effect; % of control where 0% means no effect; nearly all actives have a fitted effect of over 45% in size
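p53-null H1299 cells stably carrying temperature-sensitive p53-A138V and a BP100-luciferase reporter were pinned with compounds (4-point, 1:5 series) and held 24 hrs at 37 deg C. Luminescence was read 10 min after detection reagent.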
MLL CXXC-DNA inh: blocks binding of human MLL CXXC domain to DNA; actives 0.037% (n = 290,000); MLL-CXXC / FITC-HOXA9 DNA fluorescence polarization; Potency, µM (titrated, usually from 115 µM), for the others: at the highest dose activity change, negative = inhibition, most hits filed as inhibitors; Q03164; active = well fitted inhibition curve with a large enough effect in the polarisation, with a control signal flat, not every such curve was filed as active; inconclusive = small, poorly fitted or top-dose-only effect, or effect the other way, or a change in a side signal; inactive = no such curve, though single readings can be large or run the other way; the % refers to the polarisation; also: potency is read from the fitted curve at half-maximal effect
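Steps: dispense CXXC domain solution (7 uM) → pin compounds or unlabeled HOX-A9 DNA control → 5 min ambient → add FLSN-HOX-A9 solution (50 nM) → spin → 30 min ambient → fluorescence polarization. Tris pH 7.5/NaCl/DTT/BSA buffer.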
TRPV1 agonist: human TRPV1 agonism. activation, % at 8.33 µM. TRPV1-expressing cells, Fluo-8 calcium influx, agonist mode. actives 0.19% (n = 320,000); in the data active = activation above about 80%; inconclusive = between about 30% and that limit; also: 0% is about no effect
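Fluo-8 calcium influx in TRPV1-expressing cells, kinetic read (ex 480/em 520 nm). Compound added and read 3 min for agonist activity, followed by capsaicin at EC20 final and 2 min further read for enhancement.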
PTAP TSG101 blk: blocks PTAP/TSG101 interaction to inhibit HIV-1 budding | 340,000 tested, under 10 active | Fluorescence polarization, FITC-PTAP peptide / Tsg101 binding | Potency, µM (titrated, usually from 115 µM), for the others: at the highest dose activity change, negative = inhibition, hits mostly inhibitors | Q99816; active = well fitted inhibition curve with a large enough effect in the main read-out, with a control signal flat, not every such curve was filed as active; inconclusive = small, poorly fitted or top-dose-only effect, or effect the other way, or a change in a side signal; inactive = no such curve, though single readings can be large or run the other way; also: potency is read from the fitted curve at half-maximal effect; % of control where 0% means no effect
Target sequence (Q99816 whole entry, looked up): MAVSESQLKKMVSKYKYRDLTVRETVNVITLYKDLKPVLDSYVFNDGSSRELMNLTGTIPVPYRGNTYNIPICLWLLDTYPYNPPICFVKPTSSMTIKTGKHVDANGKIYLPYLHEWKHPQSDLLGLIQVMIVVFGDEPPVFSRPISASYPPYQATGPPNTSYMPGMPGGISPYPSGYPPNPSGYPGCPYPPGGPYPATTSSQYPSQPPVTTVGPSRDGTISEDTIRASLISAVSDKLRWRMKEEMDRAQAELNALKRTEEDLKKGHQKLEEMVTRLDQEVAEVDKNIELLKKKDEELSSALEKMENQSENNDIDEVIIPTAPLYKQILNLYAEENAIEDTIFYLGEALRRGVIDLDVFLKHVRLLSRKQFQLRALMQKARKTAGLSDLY
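Tsg101 binding domain (10 uM final) was mixed with compound and a FITC-labeled PTAP peptide (50 nM final) in HEPES pH 7.5 buffer with NaCl, Tween 20, EDTA and TCEP; fluorescence polarization was read after 20 min at r.t.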
A-T KAP1 phos: potential ataxia-telangiectasia treatments restoring KAP-1 phosphorylation | AID 485349 | Potency, µM (series often up to 57.5 µM), without a hit: at the highest dose activation, usual class: activators | […] A-T fibroblasts, KAP-1 phosphorylation AlphaLISA; neocarzinostatin DNA damage 30 min before lysis | actives 0.19% (n = 320,000); also: potency is read from the fitted curve at half-maximal effect; % of control where 0% means no effect; nearly all actives have a fitted effect of over 45% in size
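hTERT-immortalized A-T patient fibroblasts ([…]), 500 cells/well in OPTI-MEM, 1% FBS, got compounds for 60 min, then NCS for 30 min at 37C. Lysates were then assayed for phospho-KAP-1 by AlphaLISA (anti-pKAP1 donor, anti-KAP1 acceptor beads), 6 hr at 25C.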
TCR act: activators of T cell receptors. primary human leukocytes, anti-CD3, IL-2 HTRF, 48 h. Potency, µM (series often up to 9.22 µM), without a hit: at the top dose activation of IL-2 secretion, hits mostly activators. 330,000 tested, under 10 active. AID 504894; also: % of control where 0% means no effect
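48 hr co-incubation of compounds, a-CD3 beads and primary human leukocytes; IL-2 quantified homogeneously by HTRF with anti-IL-2 K and d2 conjugates.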
ELG1 repair inh: ELG1-dependent DNA repair inhibition; HEK293T ELG1-luciferase reporter, luminescence, 16 h; DNA damage induced by 5-fluorouridine; actives 2.3% (n = 330,000); AID 504467; Potency, µM (series often up to 46.1 µM), without a hit: at the top dose activity change, negative = inhibition, usual class: inhibitors; also: potency is read from the fitted curve at half-maximal effect; % is scaled to controls: 0 for no effect and ±100 for the full control effect; nearly all actives have a fitted effect of over 55% in size
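5-Fluorouridine DNA damage + compound/DMSO, 2,000 cells/well, 16 h, 37 °C/5% CO2. ONE-Glo, 30 min RT, luminescence. Readout = decrease in reporter signal.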
BRCA1 expr up: BRCA1 expression activation; MCF7-BRCA1-FFLuc reporter, luminescence, 48 h; response scale: scaled: vehicle 0%, 10 µM genistein 100%; Potency, µM (highest dose often 46.1 µM), without a hit: at the highest dose activation, actives largely listed as activators; actives 1.1% (n = 380,000); also: potency is read from the fitted curve at half-maximal effect; nearly all actives have a fitted effect of over 80% in size; some results filed as inactive show a strong effect at the top dose
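Cells: MCF7-BRCA1-FFLuc, 2000/well. Exposure: 48 h, 37 °C, 5% CO2. Read: luminescence, 15 min post-substrate. Controls: genistein 10 microM (maximal activation), DMSO (neutral).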
a7 integrin act: activators of alpha7 integrin expression for muscular dystrophy. alpha7betagal myoblasts, beta-gal FDG fluorescence, 48 h. Potency, µM (series often up to 38.3 µM), without a hit: at the highest dose activation, actives largely listed as activators. actives 0.064% (n = 350,000);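 also: potency is read from the fitted curve at half-maximal effect; 100% = response of the positive control SU9516; nearly all actives have a fitted effect of over 60% in size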
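alpha7betagal+/- myoblasts (passage 13, 250/well) treated 48 h at 37C with compounds at 1:260 dilution of DMSO stock. Lysed, then beta-galactosidase activity read as FDG fluorescence (ex 480/em 540) after 30 min, with pre-read for autofluorescence.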
Numbers without * were called inactive; ? = inconclusive; . = no result given; [ ] = dose if it differs, or a comment. Unless noted, calls follow the shape of the dose curve; as a rule, active = well fitted curve in the direction sought with a large enough effect; inconclusive = small, poorly fitted or top-dose-only effect, or another doubt; inactive = no such curve, though single readings can be large; an effect the other way counts as inactive or inconclusive.

SMILES | B2AR arrestin | p53 reactivator | MLL CXXC-DNA inh | TRPV1 agonist | PTAP TSG101 blk | A-T KAP1 phos | TCR act | ELG1 repair inh | BRCA1 expr up | a7 integrin act
CCN(CC)C(=O)N1c2ccccc2CC(N(CC)CC)c2ccccc21 (stereo not given) | 0.3% | 4% | -4% | ? | -4% | 4% | 2% | -3% | -2% | -2%
O=C(CN1C(=O)c2ccccc2S1(=O)=O)NCc1ccccc1Cl | -0.3% | 7% | 7% | 0 | 2% | 17% | 5%[46.1 µM] | 7% | -6% | 7%
O=C1c2ccccc2NC(c2ccco2)N1NS(=O)(=O)c1ccccc1 (stereo not given) | 0.2% | -1% | 6% | 0 | -7% | 2% | . | 12% | 17% | 4%
COC(=O)N1C(=O)[C@](Cc2ccccc2)(c2ccccc2)N1C(=O)OC | 4.3% | . | 17% | 6 | 2% | 40µM* | 12% | 0% | 4% | 8%
COc1ccc2oc(C(=O)NCCC(C)C)c(C)c2c1 | -0.1% | 24% | 9% | ? | 0% | 7% | 10% | ? | 7.1µM* | 38%
CS(=O)(=O)N1CCN(C(=O)C2c3ccccc3Oc3ccccc32)CC1 | -0.2% | 8% | -2% | 0 | -3% | 1% | 2% | -6% | -1% | -12%[7.66 µM]
COC(=O)c1c(NC(=O)CN2CCC(C)CC2)c2c(C)cccc2n1C | 0.2% | -4% | 2% | 1 | . | 9% | . | -1% | . | .
CNC(=O)CSCc1c(Cl)cccc1Cl | -0.2% | -5% | 0% | -1 | -4% | 0% | -30% | -1% | -6% | 1%
CCS(=O)(=O)CCSc1nc2ccccc2o1 | -2.2% | -5% | 4% | -4 | -3% | 3% | 0% | 3% | 14% | 23%
CCc1ccc(NC(=O)c2cnn(-c3ccccc3)c2C2CCNCC2)cc1 | -0.2% | 12% | ? | 11 | -6% | 2% | -56% | 16% | 6% | -16%
CCCCCc1ccc(-c2nnc(N)s2)cc1 | -0.6% | 3% | -9% | 2 | -1% | -3% | 0% | ? | 92% | -25%
CN(C)Cc1c(C(=O)Nc2ccccc2)[nH]c2ccccc12 | 0.1% | ? | . | 11 | -3% | 5% | -3% | 18% | -39% | 13%
C/C(=N\NC(=O)Cn1cnc2ccccc21)c1cccs1 | -0.3% | -3% | 1% | 0 | -1% | 5% | 9% | -18% | 23% | -15%
COC(=O)c1ccccc1NC(=O)c1sc(=S)n(C)c1N | -0.2% | -12% | -13% | 1 | -4% | 0% | 0% | -14% | -25% | 12%
COc1ccc(-n2nnnc2-c2cnc(N3CCCC3)nc2C(F)(F)F)cc1 | -1.0% | -4% | 10% | -3 | 1% | 1% | -7% | -4% | -73% | 0%
Cc1nc(NC2=NCN(Cc3cccnc3)CN2)nc2c(C)cccc12 | 0.3% | 8% | -2% | -4 | . | -2% | . | -2% | . | .
Cc1ccc(C(=O)COC(=O)c2cnccn2)cc1 | -0.2% | -1% | -3% | 0 | -6% | 3% | 5% | 8% | 0% | 15%
O=C(CN1C(=O)NC2(CCCCC2)C1=O)NCc1ccc2c(c1)OCO2 | 0.1% | -1% | -1% | -4 | 6% | -3% | -2% | -2% | 0% | 22%
CCN1CCN(Cc2nc3c(c(=O)n(C)c(=O)n3C)n2Cc2ccccc2Cl)CC1 | 0.3% | 3% | -10% | -2 | . | 2% | . | 2% | . | .
CCOC(=O)c1ccc(N/C=C/C(=O)c2ccc(OC)cc2)cc1 | 0.0% | -5% | 4% | -3 | -1% | 11% | -5% | ? | 55% | 7%
Cc1cc(N2CCN(C)CC2)nc2ccc(NC(=S)N3CCN(c4cccc(Cl)c4)CC3)cc12 | 0.3% | -1% | 6% | -3 | -1% | 2% | -2% | 6% | -4% | 15%
O=C(O)CC(c1cccc([N+](=O)[O-])c1)N1Cc2ccccc2C1=O (stereo not given) | -0.5% | -1% | -11% | -4 | -4% | -8% | 15% | 7% | 17% | 32%
Cc1ccc(NC(=O)Cc2ccc(Cl)c(Cl)c2)cc1S(=O)(=O)N(C)C | 6.1% | ? | -4% | 16 | -2% | -5% | 2%[46.1 µM] | 15µM* | -69% | -29%
Cc1cccc(C(=O)OC(C)C(=O)NCC2CCCCC2)c1O (stereo not given) | -0.1% | -4% | . | 7 | 0% | -6% | 3% | -1% | -2% | 17%
O=C(CN1CCCCC1)N1c2ccccc2CCc2ccccc21 | 0.2% | 0% | -10% | 10 | -3% | . | -19% | 6% | -3% | 14%
CCOP(=O)(OCC)C(NC(=O)c1ccc(OC)c(OC)c1)c1ccccc1 (stereo not given) | -0.3% | 1% | 9% | 0 | -3% | 2% | . | 0% | 0% | -23%
COc1cccc(CNC(=O)CN2C(=O)CC(c3ccccc3)=Nc3ccccc32)c1 | 0.2% | -2% | 0% | ? | -2% | -2%[11.5 µM] | -3% | ? | 0% | -22%
COc1cc(C(=O)NC(=S)NNC(=O)c2ccc3c(c2)OCO3)cc(OC)c1OC | -1.0% | 8% | -6% | 2 | -3% | -14% | 0% | 16µM* | -24% | -34%
Clc1ccc(OCCn2cnc3ccccc32)cc1 | 0.0% | 5% | 1% | 15 | -4% | 0% | -1% | -2% | 65% | -43%
Cc1ccc(S(=O)(=O)N2CCCC2C(=O)Nc2nc3c(s2)CCCC3)cc1 (stereo not given) | 0.1% | 14% | 6% | 11 | -7% | -1% | 7% | -26% | -22% | -2%
Cc1ccc(N(CC(=O)N/N=C/c2ccc(OCC(N)=O)cc2)S(C)(=O)=O)cc1Cl | 0.3% | -2% | -9% | -4 | -4% | 2% | 1% | -1% | 1% | -7%
Cc1occc1C(=O)NNC(=O)c1ccccc1Br | -0.6% | 24% | 6% | 1 | -3% | 8% | 0%[46.1 µM] | ? | 20% | 13%
O=C(NCCCN1CCOCC1)C(=O)N/N=C/c1c(Cl)cccc1Cl | 0.0% | 3% | 7% | 2 | -3% | 5% | -9% | . | -1% | 7%
Cc1c(Cl)cnn1CC(=O)NC1C(=O)N2C(C(=O)O)=C(CSc3nnnn3C)CSC12 (stereo not given) | -0.5% | 1% | -1% | 1 | 0% | -3% | 5% | 18% | -11% | 0%
COC(=O)c1c(SCC(=O)NC2CCCCC2)[nH]c2ccccc2c1=O | 0.5% | 12% | 14% | 0 | -1% | -3% | 1% | 9% | 15% | -30%
Cc1ccccc1C1C2=C(Nc3[nH]n(-c4ccccc4)c(=O)c31)c1ccccc1C2=O (stereo not given) | -0.8% | -6% | 18% | 2 | . | -16% | 0%[46.1 µM] | -2% | . | .
COc1ccccc1N1CCN(c2ccc(-c3ccccc3)nn2)CC1 | -0.6% | ? | 4% | 3 | -2% | . | 5% | ? | ? | -38%
COc1ccc(C2c3c(oc4ccccc4c3=O)C(=O)N2CCN2CCOCC2)cc1OC (stereo not given) | . | . | . | . | -6% | . | 6% | . | 21% | 4%
O=C(C1CCN(S(=O)(=O)c2ccc(Br)s2)CC1)N1CCCCC1 | 0.2% | 0% | 15% | 29 | -2% | -3% | 0% | ? | -34% | 1%
O=C(NCCc1ccccc1F)C1CCCN1S(=O)(=O)c1ccccc1 (stereo not given) | 0.1% | 1% | 4% | -2 | -4% | 3% | -3% | -16% | -25% | -25%
COc1ccccc1NS(=O)(=O)c1ccc(N/N=C/C=C/c2ccccc2[N+](=O)[O-])c([N+](=O)[O-])c1 | 0.3% | -2% | 0% | -3 | -11% | 2% | 8% | -8% | 11% | -4%
CC(C)NS(=O)(=O)c1ccc(NC(=O)C(C)Oc2ccc(C(=O)c3ccccc3)cc2)cc1 (stereo not given) | ? | -8% | 1% | 13 | 2% | -13% | 1%[46.1 µM] | ? | -76% | -45%
CC(Sc1nc(N)cc(=O)[nH]1)C(=O)Nc1sc2c(c1C#N)CCCC2 (stereo not given) | -0.1% | -6% | -8% | -1 | 0% | -1% | -1% | 8.2µM* | -24% | -39%
COc1ccccc1NC(=O)c1cc2c(CO)cnc(C)c2oc1=Nc1ccc(OC)c(OC)c1 | 0.0% | 10% | 11% | -3 | -13% | 0% | -8% | 2.9µM* | -31% | ?
Cc1ccc(NC(=O)c2nnn(CC(=O)Nc3ccc4c(c3)OCO4)c2N)cc1C | -0.2% | 24% | -5% | ? | 3% | 0% | 6% | ? | 37% | 24%
CN(C)c1ccc(NC(=S)NC(=O)/C=C/c2ccc(Cl)cc2)cc1 | -0.6% | ? | 9% | 4 | -2% | 7% | 0% | ? | ? | -18%

Of the compounds above, 2 have a COOH group:
SMILES | B2AR arrestin | p53 reactivator | MLL CXXC-DNA inh | TRPV1 agonist | PTAP TSG101 blk | A-T KAP1 phos | TCR act | ELG1 repair inh | BRCA1 expr up | a7 integrin act
O=C(O)CC(c1cccc([N+](=O)[O-])c1)N1Cc2ccccc2C1=O (stereo not given) | -0.5% | -1% | -11% | -4 | -4% | -8% | 15% | 7% | 17% | 32%
Cc1c(Cl)cnn1CC(=O)NC1C(=O)N2C(C(=O)O)=C(CSc3nnnn3C)CSC12 (stereo not given) | -0.5% | 1% | -1% | 1 | 0% | -3% | 5% | 18% | -11% | 0%
